Compound activity as filed in PubChem.
BioA inh – M. tuberculosis BioA enzyme inhibitors, primary screen, biochemical, plate reader, single point, HTS; purified M. tuberculosis BioA enzyme; inhibition, % at 9.99 µM; 0.096% of 360,000 active; AID 602481, 2012; in the data active means inhibition above about 40%
SARS 3CLpro inh – SARS-CoV 3CLpro protease inhibitors, primary screen, biochemical, quenched FRET. recombinant SARS-CoV 3CLpro, quenched FRET peptide cleavage. inhibition, % at 6 µM. Replicase polyprotein 1ab (Severe acute respiratory syndrome coronavirus), P0C6X7. 0.14% of 290,000 active; in the data active means inhibition above about 12%
BH1578 lux ind – inducers of Vibrio cholerae quorum light production without autoinducers, primary screen, BH1578 luxS cqsA deficient, single point. V. cholerae BH1578 lux reporter, luminescence, 6 h. activation, % at 18.7 µM. 0.16% of 350,000 active; in the data active means activation mostly above about 9.7%, no sharp cut-off; further: not every result past the cut was called active; inactives centre near 0; reference of the scale not given here
MazF activator – activators of E. coli MazEF toxin-antitoxin RNase, primary screen, biochemical, fluorescence, uHTS; Endoribonuclease toxin MazF (Escherichia coli (strain K12)), P0AE70; FAM/BHQ RNA-DNA oligo cleavage fluorescence, 5 h; activation, % at 20 µM; 0.32% of 350,000 active; in the data active means activation above about 50%
Target sequence (P0AE70 whole entry, looked up): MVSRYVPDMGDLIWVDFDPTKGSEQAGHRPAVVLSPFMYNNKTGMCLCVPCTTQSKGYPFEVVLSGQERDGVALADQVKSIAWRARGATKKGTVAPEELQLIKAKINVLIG
VHR inh abs – VHR1 phosphatase inhibitors, primary screen, biochemical, absorbance, uHTS | Dual specificity protein phosphatase 3 (Homo sapiens), P51452 | recombinant VHR phosphatase, pNPP absorbance | inhibition, % at 13.3 µM | 0.52% of 290,000 active | AID 1654, 2009; in the data active means inhibition above about 50%; further: some compounds called inactive have numbers as strong as hits
Target sequence (P51452 whole entry, looked up): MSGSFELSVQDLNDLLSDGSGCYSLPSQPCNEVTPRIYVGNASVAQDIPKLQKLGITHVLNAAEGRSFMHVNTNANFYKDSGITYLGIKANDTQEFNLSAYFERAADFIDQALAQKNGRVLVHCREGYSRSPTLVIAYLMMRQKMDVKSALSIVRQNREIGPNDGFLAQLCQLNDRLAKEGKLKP
SSB-PriA inh – inhibitors of Klebsiella pneumoniae PriA binding to SSB C-terminal tail, primary screen, biochemical, AlphaScreen; inhibition, % at 33 µM; PriA–SSB C-terminal tail interaction (Klebsiella pneumoniae); 0.6% of 430,000 active; AlphaScreen SSBct-PriA binding, biotinylated peptide; in the data active means inhibition mostly above about 37%, no sharp cut-off; inactive means mostly below about 20%;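 further: plate controls were negative control peptide for no effect and reference peptide for full effect; strong numbers were not always called active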
FBA Mtb inh – Mtb FBA enzyme inhibitors, primary screen, biochemical, fluorescence, strain H37Rv; Fructose-bisphosphate aldolase (Mycobacterium tuberculosis (strain ATCC 25618 / H37Rv)), …; purified M. tuberculosis FBA, fluorescence read-out; inhibition, % at 1 µM; 2.3% of 360,000 active; AID 588726, 2011; in the data active means inhibition above about 27%;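 further: 0% = vehicle and 100% = reference inhibitor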
Target sequence (P9WQA3 whole entry, looked up): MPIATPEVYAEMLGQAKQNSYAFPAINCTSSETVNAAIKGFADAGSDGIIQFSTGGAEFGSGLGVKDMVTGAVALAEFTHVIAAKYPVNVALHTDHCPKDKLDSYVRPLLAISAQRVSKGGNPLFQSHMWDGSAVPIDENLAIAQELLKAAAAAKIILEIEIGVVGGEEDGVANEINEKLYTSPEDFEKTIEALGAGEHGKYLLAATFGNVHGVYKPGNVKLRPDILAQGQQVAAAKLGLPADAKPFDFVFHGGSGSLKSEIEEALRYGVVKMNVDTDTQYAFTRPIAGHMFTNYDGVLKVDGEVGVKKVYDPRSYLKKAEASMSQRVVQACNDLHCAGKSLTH
Rv3671c protease – Rv3671c serine protease inhibitors, primary screen, biochemical, fluorescence polarization, M. tuberculosis H37Rv. P9WHR9. inhibition, % at 5.96 µM. 0.048% of 320,000 active; in the data active means inhibition above about 38%;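 further: extracellular domain of Rv3671c used as enzyme; 0% = enzyme with DMSO and 100% = no enzyme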
Target sequence (P9WHR9 whole entry, looked up, the tested form may be a part): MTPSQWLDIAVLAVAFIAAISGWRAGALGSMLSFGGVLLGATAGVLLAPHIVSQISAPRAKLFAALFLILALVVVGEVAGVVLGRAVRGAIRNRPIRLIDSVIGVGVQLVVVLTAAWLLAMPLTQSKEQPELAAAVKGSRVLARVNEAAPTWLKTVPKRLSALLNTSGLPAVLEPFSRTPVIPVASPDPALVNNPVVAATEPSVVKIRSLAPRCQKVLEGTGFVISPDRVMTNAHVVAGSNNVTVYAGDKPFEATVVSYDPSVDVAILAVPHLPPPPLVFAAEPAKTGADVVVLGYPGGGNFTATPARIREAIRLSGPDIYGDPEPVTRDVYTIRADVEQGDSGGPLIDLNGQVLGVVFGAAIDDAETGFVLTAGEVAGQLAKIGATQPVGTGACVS
Mtb UGM inh – M. tuberculosis UGM enzyme inhibitors, primary screen, biochemical, fluorescence polarization, single point; 0.06% of 320,000 active; inhibition, % at 10 µM; purified UGM, fluorescence polarization probe displacement; UDP-galactopyranose mutase (Mycobacterium tuberculosis (strain ATCC 25618 / H37Rv)), …; AID 504406, 2011; in the data active means inhibition above about 10%, passing the limit was not always enough
GDH-TPI inh – GDH-TPI coupling enzyme inhibitors, primary screen, artefact control for M. tuberculosis FBA inhibitor project, biochemical, absorbance, full deck. AID 588335, 2011. 1.2% of 360,000 active. GDH-TPI coupled enzyme counterscreen, NADH absorbance. inhibition, % at 4.8 µM; in the data active means inhibition above about 30%;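 further: 0% = DMSO wells and 100% = wells lacking the enzyme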
* marks the source's active call; other numbers are inactive results; i = inactive; x = not tested or not shown; & = joins results of further samples. An excerpt. The share of hits here may be higher or lower than overall.

Sequence of screens: BioA inh | SARS 3CLpro inh | BH1578 lux ind | MazF activator | VHR inh abs | SSB-PriA inh | FBA Mtb inh | Rv3671c protease | Mtb UGM inh | GDH-TPI inh
O=C(NC1CCCC1)C(c1cccs1)N(C(=O)c1ccco1)c1ccc2c(c1)OCCO2 (configuration not stated)
    2.6 | -1 | 1.4 | 0 | -8 | 4 | 4 | -3 | 5.1 | 7
CCOC(=O)/C(C#N)=C/Nc1ccsc1C(=O)OC
    0.7 | 1 | 3.3 | -1 | 23 | x | 5 | 2 | 0.2 | 3
COc1ccc([C@H]2C[C@H](n3cc(-c4ccc(F)cc4)nn3)[C@@H](O)CN2Cc2cccs2)cc1
    -0.8 | x | -0.4 | 6 | x | x | 1 | x | x | 4
FC(F)(F)c1ccc(-c2noc(CN3CCCN(C4CCCCC4)CC3)n2)cc1
    -2.8 | -2 | i | -12 | 49 | 3 | -3 | -20 | -2.9 | -8
COc1cc(OC)c(OC)cc1CNC(=O)c1cccc(S(=O)(=O)N2CCc3ccccc3C2)c1
    x | x | 0.0 | 3 | x | -3 | 0 | x | x | -5
COc1ccccc1NC(=O)CSc1nn2c(=O)c(C)nnc2s1
    0.6 | 1 | -0.6 | 2 | 7 | -25 | 2 | 8 | 2.2 | 3
O=C(Cc1ccc(Cl)cc1)NCCS(=O)(=O)N1CCN(c2ccccc2F)CC1
    0.9 | x | i | -10 | x | -12&-1 | 2 | 0 | 0.8 | 2
COc1ccc(C2CC(=O)c3cnc(NC(=O)c4ccccc4)nc3C2)cc1OC (configuration not stated)
    0.6 | 1 | -0.2 | -3 | -10 | -18 | 4 | 8 | x | -4
COc1ccc(C2=NOC(CNC(N)=S)C2)cc1 (configuration not stated)
    x | 4 | -1.7 | 9 | 18 | -8 | -8 | -3 | -1.2 | -2
Cc1ccc(-c2csc(N(CC3CCCO3)C(=O)c3ccco3)n2)cc1 (configuration not stated)
    x | 0 | x | -6 | 40 | -12 | -5 | -8 | -2.5 | 16

The list goes on.
Sequence of screens: BioA inh | SARS 3CLpro inh | BH1578 lux ind | MazF activator | VHR inh abs | SSB-PriA inh | FBA Mtb inh | Rv3671c protease | Mtb UGM inh | GDH-TPI inh
COC(=O)c1c(C)[nH]c(C(=O)CN2C(=O)C3CC=CCC3C2=O)c1C (configuration not stated)
    -1.0 | x | -3.4 | 13 | x | 6 | 1 | -7 | 1.1 | 2
O=C(NCC(c1cccnc1)N1CCOCC1)Nc1ccccc1 (configuration not stated)
    0.3 | 2 | 0.1 | -5 | 17 | -3 | 1 | 1 | -5.4 | 14
CN(C)c1ccc(CNC(=O)CN(C)S(=O)(=O)c2cccc3cccnc23)cc1
    1.0 | -4 | -0.1 | 0 | 21 | 3 | 2 | 14 | 0.1 | 0
Cc1c(NC(=O)C2CCN(S(=O)(=O)c3ccccc3)CC2)c(=O)n(-c2ccccc2)n1C
    x | 0 | 1.1 | -11 | 22 | -6 | -1 | 0 | -1.2 | -6
COC(=O)C1=CN(c2ccc(OC)cc2)C=C(C(=O)OC)C1c1cccc(F)c1
    0.0 | 0 | -0.9 | 11 | 6 | -29 | 26 | -4 | -1.6 | -1
COc1ccc(C(C#N)CC(=O)c2ccc(OCc3ccccc3)c(OC)c2)cc1OC (configuration not stated)
    -0.9 | x | -4.5 | -9 | x | x | -3 | x | x | 12
O=C(CNc1cccc(S(=O)(=O)N2CCCC2)c1)Nc1cccc(C(F)(F)F)c1
    -9.0 | x | -1.3 | 0 | x | 3 | 4 | -2 | -1.3 | 10
O=C(NC(Cc1cccc(F)c1)C(=O)O)C1CCCCC1 (configuration not stated)
    -0.3 | x | -7.1 | 2 | x | -17 | -1 | -1 | -0.1 | 6
COc1ccccc1NC(=O)Nc1nc(CC(=O)N2CCN(c3ccc(F)cc3)CC2)cs1
    1.4 | x | -2.8 | 1 | x | 12 | -1 | 5 | -1.3 | 4
NS(=O)(=O)c1ccc(CCNC(=O)CSc2nc3c(sc(=S)n3-c3ccccc3)c(=O)[nH]2)cc1
    2.3 | x | i | 6 | x | x | -1 | x | x | 27

Three entries from above, in markdown:
| smiles | BioA inh | SARS 3CLpro inh | BH1578 lux ind | MazF activator | VHR inh abs | SSB-PriA inh | FBA Mtb inh | Rv3671c protease | Mtb UGM inh | GDH-TPI inh |
| --- | --- | --- | --- | --- | --- | --- | --- | --- | --- | --- |
| COc1ccc(C2CC(=O)c3cnc(NC(=O)c4ccccc4)nc3C2)cc1OC (configuration not stated) | 0.6 | 1 | -0.2 | -3 | -10 | -18 | 4 | 8 | x | -4 |
| COc1ccc(C2=NOC(CNC(N)=S)C2)cc1 (configuration not stated) | x | 4 | -1.7 | 9 | 18 | -8 | -8 | -3 | -1.2 | -2 |
| Cc1ccc(-c2csc(N(CC3CCCO3)C(=O)c3ccco3)n2)cc1 (configuration not stated) | x | 0 | x | -6 | 40 | -12 | -5 | -8 | -2.5 | 16 |

The list continues:
Sequence of screens: BioA inh | SARS 3CLpro inh | BH1578 lux ind | MazF activator | VHR inh abs | SSB-PriA inh | FBA Mtb inh | Rv3671c protease | Mtb UGM inh | GDH-TPI inh
COc1ccc(Cc2nnc(NS(=O)(=O)c3ccccc3)s2)cc1
    -0.9 | 5 | i | -11 | 6 | -10 | 6 | -11 | 0.8 | 2
C[C@H]1CN([C@@H](C)CO)C(=O)Cc2cc(NC(=O)Cc3ccccc3)ccc2O[C@H]1CN(C)C(=O)Nc1cccc2ccccc12
    1.5&-1.1 | x | i | 5 | x | 7 | 18 | -1 | -0.5 | 9
COc1cccc(N2CC(C(=O)Nc3nnc(SCc4ccccn4)s3)CC2=O)c1 (configuration not stated)
    0.9 | -1 | -0.6 | 4 | 18 | -7 | -2 | 1 | 0.5 | 2
CCc1nnc(NC(=O)C2CCN(c3ncnc4sc(C)c(C)c34)CC2)s1
    -0.4 | x | -1.6 | 7 | x | -3 | 2 | 0 | -0.4 | -9
CC1CN(Cc2nc3c(c(=O)[nH]c(=O)n3C)n2CCN2CCOCC2)CC(C)O1 (configuration not stated)
    x | -5 | -0.4 | 3 | 25 | -12 | -3 | -1 | -0.9 | 0
CCC(C)n1c(C)cc(C(N)=O)c1C (configuration not stated)
    x | 5 | 0.5 | -5 | -11 | 2 | 1 | 4 | 1.0 | 4
CCOC(=O)Nc1c(C)n(C)n(-c2ccccc2)c1=O
    -1.9 | x | 0.8 | 3 | 2 | -6 | 0 | 4 | 0.1 | 9
Cn1c(=O)c(C(=O)CSc2ccccc2)c(N)n(Cc2ccccc2)c1=O
    x | -2 | -0.3 | -2 | 20 | 7 | -4 | 8 | -2.2 | 13
CN(C)C=Nc1ccc2nc3c(cc2c1)[nH]c1ccccc13
    x | -9 | -0.5 | 18 | -5 | -9 | 51* | -2 | 2.7 | 18
Cc1ccc(C(=O)NCCOc2cccc(C)c2)cc1
    x | 0 | -0.4 | 5 | 12 | -13 | 3 | 1 | 3.2 | 5

Further records follow.
Sequence of screens: BioA inh | SARS 3CLpro inh | BH1578 lux ind | MazF activator | VHR inh abs | SSB-PriA inh | FBA Mtb inh | Rv3671c protease | Mtb UGM inh | GDH-TPI inh
CC(=O)N(c1ccc(C(F)(F)F)cc1)S(=O)(=O)c1ccc(N2C(=O)CCC2=O)cc1
    0.8 | 13* | i | -1 | 0 | -6 | 0 | 2 | 4.6 | 1
COc1ccc(C(CNC(=O)Cc2cc(OC)c(OC)c(OC)c2)N2CCCC2)cc1 (configuration not stated)
    x | -4 | -0.3 | 2 | 19 | 4 | -1 | -10 | -0.4 | -4
COCCCNC(=O)C(=O)NCCCOC(C)C
    -1.7 | 0 | i | 1 | 9 | -17 | -1 | -4 | 1.3 | -4
CCOC(=O)N1CCN(C(=O)C2CCN(S(=O)(=O)c3c(C)cc(C)cc3C)CC2)CC1
    -1.0 | -3 | i | -5 | 4 | -8 | 0 | -2 | 0.9 | 0
COc1ccccc1C(=O)NC(=O)COC(=O)c1cnc(C)cn1
    -1.0 | x | i | 6 | x | 0 | 4 | 4 | 3.2 | 6
O=C(NN1C(=O)c2ccccc2C1=O)c1ccccc1[N+](=O)[O-]
    x | 8 | i | 7 | 33 | 0 | 0 | 9 | 4.3 | -5
CCOC(=O)C1C(C)N=C2SCC(=O)N2C1c1cccc(Br)c1 (configuration not stated)
    -0.1 | 3 | 0.4 | 4 | 32 | -2 | 2 | -19 | -2.0 | 2
CCCCN1C=C(C(=O)OC)C(c2ccccc2Cl)C(C(=O)OC)=C1
    x | 0 | -0.9 | -1 | 6 | -35 | 171* | -18 | -0.4 | -2
O=C1/C(=C/c2ccc3c(c2)OCO3)N2CCC1CC2
    x | -2 | -0.4 | 19 | 18 | 2 | 1 | 8 | 0.4 | 25
Cc1ccc(-n2ncc(C#N)c2/N=C/N(C)C)cc1
    0.2 | -2 | i | 1 | 11 | x | 6 | -3 | -1.9 | 1

Next results.
Sequence of screens: BioA inh | SARS 3CLpro inh | BH1578 lux ind | MazF activator | VHR inh abs | SSB-PriA inh | FBA Mtb inh | Rv3671c protease | Mtb UGM inh | GDH-TPI inh
Cc1cc2cc(C(c3nnnn3Cc3ccco3)N3CCCCC3)c(=O)[nH]c2cc1C (configuration not stated)
    0.0 | 3 | i | -3 | -15 | -3 | 3 | -7 | 0.1 | 7
Cc1nnc(SCc2ccc(C(=O)c3ccc(Cl)cc3)o2)n1-c1ccccc1
    4.8 | 5 | i | -2 | 0 | 9 | 1 | -5 | 0.4 | 11
O=c1c2ccccc2nc(-c2ccco2)n1-c1ccc(Br)cc1
    -0.3 | 3 | -0.6 | -8 | 17 | -12 | -1 | -4 | 0.6 | 6
CCn1c(=O)cc(OCC(=O)N2CCN(Cc3ccc4c(c3)OCO4)CC2)c2ccccc21
    x | -3 | -0.3 | 8 | 14 | -6 | 3 | 0 | -2.4 | -18
Cc1ccc(NC(=O)N2CCc3ccccc3C2)c(C)c1
    -3.4 | -6 | i | 4 | 32 | -13 | 5 | -10 | 0.5 | 5
Cc1nc(CC(C)C)cc(C(=O)N2CCCC(CNS(=O)(=O)c3cccs3)C2)n1 (configuration not stated)
    x | -1 | -0.3 | 2 | -12 | -10 | 5 | -1 | -3.7 | 1
COc1ccc(N2CCN(C(CNC(=O)c3ccco3)c3ccco3)CC2)cc1 (configuration not stated)
    2.6 | x | -0.8 | -3 | x | 14 | 4 | 7 | -0.5 | 11

As entered above.
Cc1ccc(NC(=O)N2CCc3ccccc3C2)c(C)c1 | BioA inh: -3.4
COc1ccc(N2CCN(C(CNC(=O)c3ccco3)c3ccco3)CC2)cc1 (configuration not stated) | BH1578 lux ind: -0.8
Cc1nc(CC(C)C)cc(C(=O)N2CCCC(CNS(=O)(=O)c3cccs3)C2)n1 (configuration not stated) | MazF activator: 2
O=c1c2ccccc2nc(-c2ccco2)n1-c1ccc(Br)cc1 | Rv3671c protease: -4
CCn1c(=O)cc(OCC(=O)N2CCN(Cc3ccc4c(c3)OCO4)CC2)c2ccccc21 | GDH-TPI inh: -18
